Compound activity deposited in PubChem BioAssay by several laboratories.
MC4R antagonist = human MC4R antagonism in cAMP assay | P32245 | MC4R-expressing cells, MTII-stimulated cAMP, LANCE TR-FRET | inhibition, % at 6.5 µM | 360,000 compounds, 0.48% hits | AID 540295;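 active = inhibition above its plate's cutoff, the mean of tested wells on that plate plus 3 SD, cut at about 29% in these data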;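 note: 0% = Melanotan II alone and 100% = Melanotan II plus saturating MCL0020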
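System – human MC4R-expressing U2OS cells · Also added – Melanotan II · Dosing – one concentration, 6.5 µM nominal · Timing – 30-min compound, 1-h challenge, 1-h detection, room temperature · Measured by – Eu-cAMP/anti-cAMP TR-FRET, emission 671 nm · Replicates – singlicate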
ABCB6 inh MLPCN = human ABCB6 transporter inhibition; fluorescence ratio to DMSO, % at 10 µM; 360,000 compounds, 0.19% hits; K562-ABCB6 porphyrin accumulation, flow cytometry, 1 h; hits give low values;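 active = fluorescence ratio to DMSO below 75%, the collection mean minus 3 SD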;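 note: signal is porphyrin accumulated inside mitochondria; 100% equals median channel fluorescence of DMSO control wells; lower ratio means ABCB6 inhibition with less porphyrin fluorescence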
Target sequence (Q9NP58 whole entry, looked up): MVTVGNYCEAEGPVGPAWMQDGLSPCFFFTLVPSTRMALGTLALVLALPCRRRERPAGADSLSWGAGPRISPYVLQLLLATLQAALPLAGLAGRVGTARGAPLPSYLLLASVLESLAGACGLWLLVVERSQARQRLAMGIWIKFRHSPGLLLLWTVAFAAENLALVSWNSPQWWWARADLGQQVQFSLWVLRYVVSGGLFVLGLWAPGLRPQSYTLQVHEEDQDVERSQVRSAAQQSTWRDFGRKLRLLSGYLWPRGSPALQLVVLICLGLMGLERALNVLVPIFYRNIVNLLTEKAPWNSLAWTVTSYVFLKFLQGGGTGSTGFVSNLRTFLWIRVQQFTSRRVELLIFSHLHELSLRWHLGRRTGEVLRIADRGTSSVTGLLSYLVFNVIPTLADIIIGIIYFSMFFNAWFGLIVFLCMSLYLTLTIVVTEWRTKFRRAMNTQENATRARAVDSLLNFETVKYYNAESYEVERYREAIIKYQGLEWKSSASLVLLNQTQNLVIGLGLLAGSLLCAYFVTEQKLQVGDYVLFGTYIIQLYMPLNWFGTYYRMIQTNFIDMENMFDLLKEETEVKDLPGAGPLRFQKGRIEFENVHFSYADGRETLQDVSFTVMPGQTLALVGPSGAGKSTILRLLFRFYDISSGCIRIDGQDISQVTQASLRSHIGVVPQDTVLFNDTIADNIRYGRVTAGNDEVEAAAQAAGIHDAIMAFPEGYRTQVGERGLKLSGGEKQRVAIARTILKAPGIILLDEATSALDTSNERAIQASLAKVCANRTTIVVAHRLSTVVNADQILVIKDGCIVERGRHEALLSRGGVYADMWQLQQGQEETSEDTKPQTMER
TLR9-MyD88 block = inhibitors of human TLR9-MyD88 binding; CHO BLA complementation TLR9-MyD88, CCF4 FRET ratio; AID 504734; Q9NR96+Q99836; inhibition, % at 4.98 µM; 340,000 compounds, 0.21% hits;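 active = inhibition above the mean over all tested compounds plus 3 SD, cut at about 21% in these data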;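 note: 0% = DMSO only wells and 100% = clavulanate BLA inhibitor control wells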
aDG glyco up = alpha-DG glycosylation activation. Pro5-aDG cells, alpha-DG glycosylation AlphaScreen (IIH6); 0% Pro5, 100% B10-LARGE cell signal. activation, % at 10 µM. 360,000 compounds, 0.22% hits;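 active = activation of at least 8% versus controls, or a plate z-score of at least 8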;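 note: Pro5 are CHO cells carrying HIG-tagged alpha-DG that lacks glycosylation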
NOD2 RIPK2 PPI = blocks binding of human NOD2 to RIPK2; O43353; CHO BLA complementation NOD2-RIPK2, CCF4 ratio; inhibition, % at 4.98 µM; 360,000 compounds, 0.38% hits; in the data active = inhibition above about 21%;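 note: 0% = vehicle only and 100% = reference blocker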
N-glyco inh = blocks N-linked glycosylation in D54 reporter cells; D54 ERlucT glycosylation luciferase reporter, 24 h; percent of 100 nM tunicamycin response; reporter increase, % at 12.5 µM; 360,000 compounds, 0.23% hits; AID 588692;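 active = mean luciferase reporter signal, scaled so untreated is 0 and the glycosylation-blocking control 100, at or above a set limit in every replicate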;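 note: luciferase carries N-glycosylation sites so blocking glycosylation raises the light; 0% = median of neutral control wells and 100% = median of 100 nM tunicamycin wells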
Exocytosis inh = blocks lytic granule exocytosis; 360,000 compounds, 0.66% hits; inhibition, % at 10 µM; TALL-104 LAMP-1 surface exposure, flow cytometry; cells stimulated with thapsigargin and PMA;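 active = inhibition above about 55%, limit read from the data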
MC4R ag barr = human MC4R agonism via beta-arrestin; P32245; U2OS MC4R beta-arrestin complementation, luminescence; percent of melanotan II response, DMSO zero; activation, % at 8.9 µM; 360,000 compounds, 0.98% hits;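 active = activation above a per-plate cutoff, the mean activation of sample wells on that plate plus 3 SD, cut at about 8% in these data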
ABHD5-PLIN5 inh = ABHD5-PLIN5 protein interaction inhibition; Q00G26+Q8WTS1; Split G. princeps luciferase complementation, luminescence, 4 h; inhibition, % at 4 µM; 360,000 compounds, 0.78% hits; AID 602281;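 active = inhibition above the mean inhibition across every tested compound plus 3 SD, cut at about 22% in these data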;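 note: 0% = DMSO only wells and the 100% control is not disclosed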
Vif inh = HIV Vif inhibition | HEK293T cells, Vif self-association by quenched fluorescence, imaging, 24 h | inhibition, % at 7.49 µM | 340,000 compounds, 0.35% hits; in the data active = inhibition above about 50%, passing the limit was not always enough; note: some results filed as inactive read as strong as hits
* hit, by the source's call; · = not tested or not shown.

SMILES	MC4R antagonist	ABCB6 inh MLPCN	TLR9-MyD88 block	aDG glyco up	NOD2 RIPK2 PPI	N-glyco inh	Exocytosis inh	MC4R ag barr	ABHD5-PLIN5 inh	Vif inh
CCOC(=O)N1CCN(S(=O)(=O)c2ccc3[nH]c(=O)oc3c2)CC1	16	96	-10	-0.1	3	1	3	1.0	-5	-5
CSCCC(NC(=O)c1cccc([N+](=O)[O-])c1)C(=O)O (configuration not stated)	0	97	5	0.0	-10	-1	3	-2.3	-1	-3
COC(=O)CC(NC(=O)c1ccc(C)cc1)c1ccccc1 (configuration not stated)	8	101	7	-0.2	-6	-1	12	-1.3	-1	-11
Cc1cccc(C)c1NC(=O)CNC(=O)c1cccnc1	11	102	-3	0.0	-12	0	-6	-1.4	-2	0
O=C1NCCCCC1NS(=O)(=O)c1ccccc1 (configuration not stated)	4	98	2	0.0	-1	-1	0	-1.2	1	10
CCCn1c(SCC(=O)NC2CCCCC2)nnc1-c1ccco1	5	101	-12	0.1	-5	0	18	-1.9	5	-2
O=S(=O)(NC1CCN(Cc2ccccc2)CC1)c1cccc2cccnc12	-8	99	8	0.1	-10	0	-3	1.1	8	-3
Nc1ccn([C@H]2CC[C@@H](CO)O2)c(=O)n1	-3	99	-4	0.1	-10	0	0	-0.7	7	-8
COc1ccccc1N1CC(C)(C)C(=O)N(C(=O)c2c(F)cccc2Cl)C1=S	4	101	-2	0.0	2	1	11	1.4	-3	4
COc1ccc(-c2cc3nc(C)cc(C)n3n2)cc1	0	92	-8	0.8	2	-5	-2	-0.7	1	-3
COc1cccc(NC(=O)CN(c2cccc(F)c2)S(C)(=O)=O)c1	7	98	0	0.0	-10	0	-1	-1.2	1	3
COc1ccc(-c2noc(N3CCC(C(=O)NCc4ccccc4Cl)CC3)n2)cc1	3	96	5	0.5	-4	-3	-1	0.0	-4	12
Cc1cccc(OCC(=O)Nc2ccc(N3CCN(S(C)(=O)=O)CC3)cc2)c1C	1	86	-6	0.0	-10	-3	0	7.5	2	1
COc1cccc(CN(C)C(=O)C2CCN(S(=O)(=O)c3ccc(C)cc3)CC2)c1OC	-3	93	7	0.4	2	3	-3	-1.0	-1	2
CCc1ccc(C(C(=O)NCCOC)N(C(=O)Cn2nnc3ccccc32)c2cccnc2)cc1 (configuration not stated)	9	95	-6	-0.2	-3	1	0	-2.0	5	0
NS(=O)(=O)c1ccc(NC(=O)COC(=O)COc2ccc(Cl)cc2)cc1	-3	95	4	-0.2	-2	-1	13	0.7	15	3
COc1ccc(CN2C(=O)c3ccccc3C2c2nnnn2-c2ccc3c(c2)OCCO3)cc1 (configuration not stated)	·	98	·	-0.2	-10	·	-7	·	3	·
O=C(CCS(=O)(=O)c1ccccc1)Nc1ccc(S(=O)(=O)Nc2nccs2)cc1	-8	93	9	0.0	-7	1	-4	0.6	3	-1
COC(=O)c1ccc(OCC(=O)NC2CCCCCCC2)cc1	4	98	5	0.3	-7	1	2	-1.1	-7	4
C=CCc1cc(Cl)ccc1OCCN1CC(C)OC(C)C1 (configuration not stated)	8	95	2	0.2	1	-3	-18	-0.4	-6	-6
O=C(COC(=O)c1ccccn1)Nc1ncc(C(F)(F)F)cc1Cl	-2	98	-10	0.0	-3	2	2	-0.5	5	5
O=C1OC(NCc2cccnc2)(c2ccc(Cl)cc2)c2ccccc21 (configuration not stated)	16	95	-1	0.0	6	-1	-17	-0.8	0	10
CCN(CC)CC(C)OC(=O)c1cc(OC)c(OC)c(OC)c1 (configuration not stated)	2	93	0	-0.5	-12	2	-1	-0.6	3	8
COCCNc1nc2cc(-c3ccsc3)sc2c(=O)n1C	7	98	·	-0.4	1	3	-1	0.0	1	-8
Cc1ccc(S(=O)(=O)NCC(=O)OCc2ccccc2Br)cc1	10	103	1	0.8	11	2	1	3.9	3	3
CCOc1cc(C(=O)Nc2ccccc2N2CCN(S(C)(=O)=O)CC2)cc(OCC)c1OCC	-2	104	-4	0.0	1	-2	-2	-2.5	8	-4
Cc1ccc(CCN2C(=O)CCC2(C)C(=O)NC2CCCC2)cc1 (configuration not stated)	-9	103	9	-0.1	-17	0	10	-0.2	5	17
COc1ccc(CCC(=O)N2CCCC(Nc3ccccc3)C2)cc1OC (configuration not stated)	-2	94	-6	0.3	-5	1	2	-2.1	-8	8
O=C(NCc1cccc(Cl)c1)C1CCC(=O)N(C2CC2)C1 (configuration not stated)	3	93	8	0.5	-1	3	-3	-0.4	5	-1
Cc1coc2cc3oc(=O)c(CC(=O)N[C@@H](CC(C)C)C(=O)O)c(C)c3cc12	-2	97	-2	-0.1	-4	0	0	-1.4	-6	23
COc1ccc(S(=O)(=O)NCC2CCCN(Cc3ccccc3Cl)C2)cc1 (configuration not stated)	-4	96	8	0.1	-12	-1	3	-0.6	-4	-4
COc1cccc2cc(C(=O)OC(C)C(=O)c3ccc(C)cc3)c(=O)oc12 (configuration not stated)	5	97	-8	-0.5	3	0	-3	-3.5	-4	-4
CC1=CC(=O)[C@H]2C(C)(C)CCC[C@]2(C)[C@@]1(O)CO	5	102	-1	0.0	5	-3	-2	-2.1	-1	4
Cc1ccc(S(=O)(=O)N2CCCCC2)cc1C(=O)NCCC1=CCCCC1	9	96	1	0.5	5	-2	-4	-1.6	2	-2
O=C(NCCC(=O)N1CCC2(CC1)NCCc1[nH]cnc12)c1ccc(F)c(F)c1	0	95	3	-0.5	-13	0	-1	0.3	3	-4
COc1cccc(CC2(CO)CCCN(Cc3ccc(OC(F)F)cc3)C2)c1 (configuration not stated)	6	99	4	0.2	14	-4	47	-1.1	-9	1
O=C(CN1CC(=O)Nc2ccccc21)NCCc1ccc(Cl)cc1Cl	0	102	-5	0.2	-4	2	-1	-1.6	11	-10
COc1cc(C(=O)NCC(=O)N/N=C/c2ccc(OC(=O)c3ccco3)cc2)cc(OC)c1OC	-9	93	-2	0.1	-5	2	-2	-3.1	-3	0
CC[C@@]12C(=O)N(c3ccc(C)cc3)C(=O)N1[C@H](c1ccc(Br)cc1)[C@@H]1C(=O)N(C(C)(C)C)C(=O)[C@@H]12	3	100	-8	-0.3	-5	-2	0	1.6	-8	-3
COc1ccc(S(N)(=O)=O)cc1C(=O)OCC(=O)Nc1sccc1C#N	0	102	-4	-0.1	-10	1	1	0.5	-7	8

Rewritten with each value named: entries from further up
Structure: COc1ccc(S(N)(=O)=O)cc1C(=O)OCC(=O)Nc1sccc1C#N
- MC4R antagonist = 0
- ABCB6 inh MLPCN = 102
- TLR9-MyD88 block = -4
- aDG glyco up = -0.1
- NOD2 RIPK2 PPI = -10
- N-glyco inh = 1
- Exocytosis inh = 1
- MC4R ag barr = 0.5
- ABHD5-PLIN5 inh = -7
- Vif inh = 8

Structure: COc1cccc2cc(C(=O)OC(C)C(=O)c3ccc(C)cc3)c(=O)oc12 (configuration not stated)
- MC4R antagonist = 5
- ABCB6 inh MLPCN = 97
- TLR9-MyD88 block = -8
- aDG glyco up = -0.5
- NOD2 RIPK2 PPI = 3
- N-glyco inh = 0
- Exocytosis inh = -3
- MC4R ag barr = -3.5
- ABHD5-PLIN5 inh = -4
- Vif inh = -4

More compounds:
SMILES	MC4R antagonist	ABCB6 inh MLPCN	TLR9-MyD88 block	aDG glyco up	NOD2 RIPK2 PPI	N-glyco inh	Exocytosis inh	MC4R ag barr	ABHD5-PLIN5 inh	Vif inh
CN(Cc1cccc([N+](=O)[O-])c1)Cc1cccc2ccccc12	4	100	-7	-0.1	-3	-2	29	1.0	-4	-3
CC1(C)CC(=O)C(C2C3=C(CC(C)(C)CC3=O)OC3=C2C(=O)CC(C)(C)C3)=C(O)C1	20	96	4	0.0	-8	2	0	-1.5	3	-3
O=C(CN1C(=O)c2ccccc2C1=O)NC1CCCCC1	-1	90	-10	0.2	-5	1	13	-1.7	2	-4
O=C(OCc1ccc(Br)cc1)c1cnc(Cl)c(Cl)c1	33*	103	-1	-0.1	-1	15	61*	-1.6	-1	5
Cn1c(=O)c2c(nc(NCc3ccco3)n2CCc2ccccc2)n(C)c1=O	4	99	4	0.2	-7	13	1	-0.6	1	10
CCN(CC(=O)NC1CCS(=O)(=O)C1)c1ccc([N+](=O)[O-])cc1C#N (configuration not stated)	3	102	0	-0.1	-5	4	-4	-1.4	-5	·
CCN1C(=O)N[C@@H](c2ccco2)C(C(C)=O)=C1C	1	101	-3	0.2	-4	0	-5	-1.3	-1	-2
Cc1ccccc1-c1nc(CS(=O)CC(=O)NC2CCCC2)c(C)o1 (configuration not stated)	-3	102	2	0.0	-5	1	-2	-3.9	-2	-24
Cc1cc(C)n2nc(SCC(=O)Nc3ccc(O)cc3)nc2n1	0	101	1	0.0	-6	1	7	-0.6	8	-2
CCN(CC)CCN(Cc1cc2cc3c(cc2[nH]c1=O)OCCO3)C(=S)NCCCOC	0	95	1	0.0	6	-2	-6	-1.1	-5	-3
CCC[N+]1(CC#CC2(O)CCCCC2)CCOCC1	8	97	12	-0.6	-1	2	-3	0.8	6	0
COC(=O)c1c(NC(=O)COC(=O)CCc2ccc(S(=O)(=O)N3CCOCC3)cc2)sc2c1CCC2	-3	94	-4	0.3	-6	4	-3	2.5	5	3
O=c1[nH]c(-c2ccccc2)c(-c2ccccc2)[nH]1	-1	98	2	-0.1	-4	0	2	-1.5	2	2
O=C(Cn1cnc2ccccc21)N/N=C/c1ccccn1	4	88	-9	-0.3	-3	2	5	0.1	-1	9
CC1(C(=O)NS(=O)(=O)c2cccc(OC(F)F)c2)CCN1C(=O)C1CC1 (configuration not stated)	3	86	·	0.0	-1	-1	-7	-1.0	3	4
CC1CCCCC1NC(=O)Cn1[nH]c(=O)c2ccccc2c1=O (configuration not stated)	9	92	5	0.0	1	1	-3	-1.3	8	-2
O=C(NCCCN1CCOCC1)c1ccc(N2CCCC2)c([N+](=O)[O-])c1	4	94	-5	0.4	0	0	0	0.9	2	0
C/C(=N\NC1=NCCN1)c1ccc(Cl)cc1	11	103	3	0.2	-10	-3	0	2.4	6	-5
Cn1cc(CN2CCCC(C(=O)c3cccs3)C2)c(-c2cccc(Cl)c2)n1 (configuration not stated)	1	94	-17	0.1	-5	-3	0	1.4	-3	6
Cc1cc(C)n2nc(C(=O)OC(C)C(=O)c3ccccc3)nc2n1 (configuration not stated)	4	90	5	-0.2	1	1	-3	-5.3	10	-4
Cc1ccc(-c2csnn2)cc1	15	96	2	0.0	-14	3	-4	1.0	-2	6
O=C(O)CCC(=O)Nc1ccc(S(=O)(=O)Nc2nccs2)cc1	-1	104	-7	-0.3	-12	2	-2	-0.8	1	1
Cn1c2ccccc2c2n[nH]c(=S)nc21	-4	105	-8	0.0	0	0	4	-0.6	0	-6
CCOc1ccc(NC(=O)CSc2nnc(Cn3cnc([N+](=O)[O-])n3)n2C)cc1	2	96	-4	0.2	-2	2	4	2.0	-5	2
Cc1cccc(C2(c3cccc(C)c3)CC2C(=O)NCC2CCCO2)c1 (configuration not stated)	-1	100	-3	-0.2	-7	-3	-2	0.5	0	-5

Some of the compounds tested; rates above refer to the full screens.
